# RAD52 anneal inh: RAD52 (human) annealing inhibition; inhibition, % at 18.7 µM; AID 651710; 360,000 compounds, 0.46% hits; recombinant RAD52 DNA annealing, FRET fluorescence;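 active means every replicate showing at least 50% inhibition; inconclusive means mean inhibition at least 50% but not in every replicate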
# Xi reactivation: activators of X-chromosome reactivation in mouse fibroblasts | AID 743238 | XiGFP mouse fibroblasts, % GFP-positive cells imaging, 3 d; cells co-treated with 5-aza-dC sensitizer; scaled so ellipticine positive control = 100% | 360,000 compounds, 0.055% hits | activation, % at 7.58 µM;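 active means mean normalized replicate activation at least 10% and every replicate at or above 10%; inconclusive means only one of the two criteria met; inactive means mean below 10% and not all replicates reach 10%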;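 further: 0% = median of on-plate neutral control wells and 100% = ellipticine 6 µM median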
#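 Assay system – SV40-immortalized XiGFP fibroblast cells, line 68-5-11 · Buffer or medium – DMEM supplemented with 5-aza-dC as sensitizing agent · Dosing – one concentration, pinned · Benchmarks – positive control ellipticine, 6 µM final · Times – 3 days compound exposure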
# E-sel inducer: E-selectin induction on HUVECs. P16581. HUVEC E-selectin immunofluorescence imaging; normalized: neutral wells 0, TNF-alpha wells 100. activation, % at 7.58 µM. 260,000 compounds, 0.37% hits;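 active means mean E-selectin-positive cell signal at least 10% of the positive control, reached in at least 60% of replicates, without over 20% cell loss; inconclusive means no rule given, readout overlaps actives, possibly toxicity-flagged; inactive means the rest, including those meeting only one limit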;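 further: in these data hits start at about 27%; measured in HUVEC primary endothelial cells; signal is the percent of cells scored E-selectin positive by PE staining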
#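 Read-out: % PE-positive cells | Test system: HUVEC | Doses: One compound dose added by pin transfer | Buffer or medium: EGM-2 over gelatin coat | Signal: Immunofluorescence imaging | Benchmarks: TNF-alpha, DMSO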
# RAD54 branch: RAD54 (human) branch migration inhibition | Q92698 | RAD54 Holliday junction branch migration, FAM/BHQ fluorescence | inhibition, % at 10.4 µM | 360,000 compounds, 0.14% hits;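 active means mean normalized replicate activity at least 40 and at least half of replicates scoring 40 or more; inconclusive means only one of the two criteria met; inactive means mean below 40 and under half of replicates reaching 40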;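 further: 0% = median of neutral control wells and 100% = median of positive control wells; inhibitors cause a drop in the FAM fluorescence signal; in these data hits start at about 50%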
# Target sequence (Q92698 whole entry, looked up): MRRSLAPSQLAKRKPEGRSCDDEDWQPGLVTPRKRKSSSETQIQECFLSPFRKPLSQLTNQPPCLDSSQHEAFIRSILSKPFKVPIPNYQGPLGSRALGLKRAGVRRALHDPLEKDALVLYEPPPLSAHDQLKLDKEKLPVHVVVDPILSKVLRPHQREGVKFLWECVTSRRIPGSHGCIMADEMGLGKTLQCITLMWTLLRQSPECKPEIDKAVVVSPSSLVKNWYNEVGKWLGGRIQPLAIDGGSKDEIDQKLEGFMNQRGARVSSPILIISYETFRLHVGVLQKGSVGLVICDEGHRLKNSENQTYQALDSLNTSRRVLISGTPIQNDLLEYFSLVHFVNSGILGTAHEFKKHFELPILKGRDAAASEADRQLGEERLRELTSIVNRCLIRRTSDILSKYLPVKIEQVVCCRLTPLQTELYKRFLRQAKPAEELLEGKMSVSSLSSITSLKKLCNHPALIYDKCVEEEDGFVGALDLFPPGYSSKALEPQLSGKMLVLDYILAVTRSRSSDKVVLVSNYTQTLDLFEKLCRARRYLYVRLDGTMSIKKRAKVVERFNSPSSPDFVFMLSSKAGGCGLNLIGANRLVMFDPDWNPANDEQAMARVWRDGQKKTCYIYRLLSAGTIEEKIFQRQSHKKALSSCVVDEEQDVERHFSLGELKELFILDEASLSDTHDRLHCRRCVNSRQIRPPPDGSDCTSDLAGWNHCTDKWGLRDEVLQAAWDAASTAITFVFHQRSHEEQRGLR
# GSIS activator: GLuc luminescence reporter in INS-1E cells, primary screen for activators of glucose-dependent secretion of insulin. INS-1E GLuc reporter insulin secretion, 2-3 h. 370,000 compounds, 0.61% hits. activation, % at 16.6 µM;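 active means lowest replicate activation of at least 40%, so every replicate reaches that level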;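 further: 0% = median of neutral control wells and 100% = median of IBMX positive control wells; some compounds called inactive have numbers as strong as hits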
# F508del corr: CFTR F508del correction in bronchial cells. CFBE cells, YFP halide quenching; stimulated with forskolin plus potentiator P3; % fluorescence drop versus neutral controls. activity (quench increase), % at 7.58 µM. AID 720511. 350,000 compounds, 0.36% hits;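 active means mean added fluorescence quench of at least 8% versus neutral control, with both replicates also reaching 8%; inconclusive means only one of the mean or replicate conditions met; inactive means mean below 8% and not both replicates reaching 8%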;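 further: cells transiently co-express mutant CFTR-F508del with the halide-sensitive YFP; corrector assay measuring rescue of mutant channel to the surface after 24 h compound exposure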
# DENV2 CPE rescue: protects cells from dengue virus 2 cytopathic effect. 350,000 compounds, 1.7% hits. DENV2-infected cells, cytopathic effect rescue, plate reader. CPE inhibition, % at 9.99 µM; in the data active means CPE inhibition above about 20%, passing the limit was not always enough; inconclusive means no clear call, values can overlap the other calls; tested in BHK-21 cells;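 further: 0% = median of neutral control wells and 100% = median of positive control wells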
# CASP6 VEID inh: blocks human caspase-6 cleavage activity; inhibition, % at 12.5 µM; P55212; 350,000 compounds, 0.53% hits; purified caspase-6, Z-VEID-R110 cleavage fluorescence;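 active means mean inhibition across replicates at least about 35%, with every replicate also reaching that limit, limit read from the data; inconclusive means only one of the two criteria met; inactive means neither criterion met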;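 further: 0% = median of neutral control wells and 100% = no fluorescence left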
# Target sequence (P55212 24-179 limits assumed): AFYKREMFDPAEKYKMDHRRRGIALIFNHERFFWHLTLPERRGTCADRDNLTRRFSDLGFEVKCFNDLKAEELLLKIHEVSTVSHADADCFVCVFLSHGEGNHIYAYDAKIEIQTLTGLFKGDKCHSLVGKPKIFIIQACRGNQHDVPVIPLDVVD
# Target sequence (P55212 194-293 limits assumed): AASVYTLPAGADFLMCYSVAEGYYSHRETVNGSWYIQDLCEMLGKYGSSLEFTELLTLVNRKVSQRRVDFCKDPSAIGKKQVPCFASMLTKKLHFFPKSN
# * hit, by the source's call; ? = inconclusive; / = no result given; & = joins results of further samples.
SMILES	RAD52 anneal inh	Xi reactivation	E-sel inducer	RAD54 branch	GSIS activator	F508del corr	DENV2 CPE rescue	CASP6 VEID inh
CCOc1ccc(S(=O)(=O)N2CCCC(C(=O)NCc3ccncc3)C2)cc1Cl (centres undefined)	3	0.0	-0.2	1	/	2.5	0	4
C[C@@H]1CCCCO[C@@H](CN(C)C(=O)C2CCCCC2)[C@H](C)CN([C@H](C)CO)C(=O)c2cc(NC(=O)Nc3ccccc3)ccc2O1	11	0.1	-0.1	-2	-16	2.2	-1	-1
CCNC(=O)C[C@@H]1CC[C@@H]2[C@H](COC[C@@H](O)CN2C(=O)Nc2cccc(OC)c2)O1	1	0.2	-0.1	2	2	0.2	6	4
C[C@@H]1CN([C@@H](C)CO)S(=O)(=O)c2ccc(C3=CCCC3)cc2O[C@@H]1CN(C)Cc1ccccn1	9	-1.2	-0.7	2	22	-1.2	-2	2
CCNC(=O)Nc1ccc2c(c1)C(=O)N(C)[C@@H]1CC[C@@H](CC(=O)NCc3cccc(F)c3)O[C@@H]1CO2	/	0.2	0.1	5	-2	0.3	12	/
CCCNC(=O)[C@@H]1[C@@H](CO)[C@@H]2Cn3c(cccc3=O)[C@@H]2N1CC1CCCC1	-17	0.0	-0.1	/	15	0.7	9	-2
C[C@H]1CN([C@@H](C)CO)C(=O)c2cccc(NC(=O)c3nc4ccccc4s3)c2O[C@@H]1CN(C)Cc1ccc(Oc2ccccc2)cc1	3	0.3	-0.3	4	9	-3.5	9	1
CCOC(=O)C1(Cc2ccc(Cl)cc2)CCN(Cc2cnc(N)nc2)CC1	-10	0.0	/	/	-11	0.2	-4	-2
O=C(Cn1c(=O)oc2cc(S(=O)(=O)N3CCCC3)ccc21)N1CCN(c2ccccc2)CC1	-14	0.4	0.0	1	0	-0.7	11	-2
N#Cc1ccccc1NC(=O)COC(=O)CN1C(=O)C2CCCCC2C1=O (centres undefined)	7	0.3	/	-5	/	4.2	0	3
COc1ccc(CNC(=O)C2CCCN2C(=O)NCc2ccccc2)cc1 (centres undefined)	-14	0.2	0.1	-4	7	3.6	3	-1
O=C(COc1ccccc1)Nc1nccs1	4	/	/	9	17	-3.7	-6	-2
CCOc1ccc(NS(=O)(=O)c2cc(C(=O)NCC3CCCO3)ccc2Cl)cc1 (centres undefined)	-19	-0.1	0.0	7	2	5.2	2	2
C=CCc1cc(Cl)ccc1OCCCn1ccnc1	-10	0.3	0.3	-22	13	0.2	3	0
Cc1cc2c(cc1S(=O)(=O)N1CCCC1)n(C)c(=O)c(=O)n2C	-11	0.2	0.0	-2	14	-1.6	3	4
CCN(CC)c1ccc2cc(C(=O)NCc3ccc(F)cc3)c(=N)oc2c1	-305	0.1	8.3	-58	-13	5.4	26*	-1
C#CCNC(=O)C[C@@H]1C[C@@]2(C(=O)OCC)CCC=C2N(CCC2=CCCCC2)C1=O	-18	0.0	0.1	/	-7	4.8	4	-3
O=C(NCc1ccco1)C(c1ccc(F)cc1)N(C(=O)Cc1cccs1)c1cccnc1 (centres undefined)	-8	0.0	/	-10	9	/	-5	-4
Cc1ccc(CN2CCN(/N=C/c3cccnc3)CC2)cc1	/	0.2	0.1	-3	-5	/	/	/
Cn1cnc(S(=O)(=O)N2C[C@@H](O)COC[C@H]3O[C@H](CC(=O)N4CCN(c5ccccc5)CC4)CC[C@@H]32)c1	-11	0.0	0.0	-10	1	-1.6	5	1
COc1cc2c(cc1OC)C(C)N(C(=O)/C=C/c1cc(OC)c(OC)c(OC)c1)CC2 (centres undefined)	-3	-0.1	0.0	1	10	4.2	1	-2
CO[C@@H]1CN(C)C(=O)c2ccc(NC(=O)C3CCC3)cc2OC[C@H](C)NC[C@H]1C	-1	0.3	-0.2	0	-3	/	-11	-2
CCn1c(CSc2nc(C)cc(C)n2)nnc1SCC(N)=O	1	0.0	/	/	6	2.7	-4	3
O=C(C[C@@H]1CC[C@@H](NC(=O)Nc2ccc3c(c2)OCO3)[C@@H](CO)O1)NCc1ccc2c(c1)OCO2	1	-0.5	0.9	0	17	-2.4	29*	-1
CCC(=O)N1C[C@@H](O)COC[C@@H]2O[C@@H](CC(=O)NCc3ccccc3Cl)CC[C@H]21	-7	-0.1	-0.1	-8	-1	-2.7	?	5

# The listing continues.
SMILES	RAD52 anneal inh	Xi reactivation	E-sel inducer	RAD54 branch	GSIS activator	F508del corr	DENV2 CPE rescue	CASP6 VEID inh
Cc1onc(-c2ccccc2)c1C(=O)OCC(=O)NC(=O)c1ccccc1	-2	0.1	0.1	/	1	0.6	5	4
COCCNC(=O)C(OC(=O)c1ccco1)c1ccc(OC)cc1 (centres undefined)	1	-0.1	/	-11	10	-4.7	5	1
CO[C@H]1CN(C)C(=O)c2cc(NS(C)(=O)=O)ccc2OC[C@@H](C)N(CC2CCOCC2)C[C@@H]1C	10	-0.1	1.3	-5	10	1.5	-4	1
O=C(c1ccc2c(=O)n3c(nc2c1)CCCCC3)N1CCN(c2ccc(Cl)cc2)CC1	-5	0.4	-0.1	4	-52	1.3	15	-1
Cc1cc(NC(=O)c2cc(-c3ccccn3)nc3c(Cl)cccc23)no1	-22	-0.2	0.2	28	10	4.7	-2	0
Cn1c(SCC(=O)NC2CCCC2)nc2c(c1=O)SCC2	2	0.0	0.8	11	3	-0.3	3	17
Cc1ccccc1/C=C1\Oc2ccccc2C1=O	-12	-0.2	0.3	-10	-2	3.2	-5	-3
COC(=O)C(C(=O)OC)c1ccccc1NS(=O)(=O)c1c(C)cc(C)cc1C	-12&-11	0.1&-0.1	0.0&-0.3	/	7&-6	-0.3&-1.4	1&-12	-3&0
Fc1ccc(CNc2nc(-c3cccnc3)nc3ccccc23)cc1	-11	0.0	/	-10	2	-0.3	-2	-5
COc1ccc(NC(=O)c2cc3ccccc3cc2OC)cc1	-20	0.0	/	-6	-6	-1.5	-1	0
CC1CN(C(=O)COC(=O)c2ccc3ccccc3c2)CC(C)O1 (centres undefined)	-12	0.0	/	-8	-18	3.5	-13	-1
CC1=NS(=O)(=O)NC(C)(C)C1	-8	0.0	-0.3	/	53*	2.0	9	-4
Oc1ccc(C[C@H]2CNC(=S)N2CC2CCCN2C[C@H](Cc2ccccc2)N2C[C@H](Cc3ccc(O)cc3)N(CC3CCCCCC3)C2=S)cc1 (some centres undefined)	44	0.0	0.8	4	280	3.4	-11	-1
CN1CCN(C(=O)CCc2nc3ccccc3n2-c2ccccc2)CC1	-14	-0.1	4.6	1	17	1.6	18	7
CCNC(=O)[C@@H]1[C@@H](CO)[C@@H]2Cn3c(ccc(C4=CCCC4)c3=O)[C@H]1N2C(=O)C1CC1	1	0.3	-0.2	-9	7	0.0	0	1
O=C(CC1NCCN(Cc2ccccc2)C1=O)Nc1ccc(Cl)cc1 (centres undefined)	-10	0.1	/	/	-8	3.2	4	0
Cc1ccc(S(=O)(=O)Nc2cccc3c2O[C@@H](CN(C)CC2CCCCC2)[C@H](C)CN([C@H](C)CO)C3=O)cc1	-6	0.0	-0.3	-4	-8	-0.2	-2	1
C[C@H](CO)N1C[C@H](C)[C@H](CN(C)C(=O)NC2CCCCC2)Oc2ccc(NS(=O)(=O)c3ccccc3)cc2CC1=O	0	-0.1	0.4	-3	8	0.1	?	3
C[C@H]1CN([C@@H](C)CO)C(=O)Cc2cc(NC(=O)Cc3ccccc3)ccc2O[C@@H]1CN(C)S(C)(=O)=O	0	0.0	-13	-3	6	-3.3	3	2
OCc1ccccc1SSc1ccccc1CO	-1	0.2	/	-11	44	/	10	6
Cc1c(C(=O)OCC(=O)N(C)Cc2ccc(Cl)cc2)oc2ccccc12	-3	-0.1	4.1	4	-14	-2.0	3	6
COc1ccccc1NC(=O)CSc1nnc(Cc2cccs2)n1C	-18	0.0	2.5	/	9	1.8	0	-120
CCc1cccc(NS(=O)(=O)c2ccc3c(c2)N(C)CCO3)c1	-16	0.0	/	0	-26	-1.2	-2	4
Cc1nc2nc[nH]n2c(=O)c1CCOC(=O)c1c(F)cccc1F	-7	0.0	/	/	3	/	-8	0
O=C(NNC(=O)c1ccc([N+](=O)[O-])cc1C(=O)O)c1ccncc1	-6	0.0	-0.2	3	8	6.5	0	1

# Additional structures follow:
SMILES	RAD52 anneal inh	Xi reactivation	E-sel inducer	RAD54 branch	GSIS activator	F508del corr	DENV2 CPE rescue	CASP6 VEID inh
O=C(NCCN1C(=O)S/C(=C\c2cccnc2)C1=O)C1=NN(c2ccccc2)C(=O)CC1	-3	0.2	/	/	-19	5.0	2	3
COc1ccc(NC(=O)N(C)C[C@H]2OCCCC[C@@H](C)Oc3ccc(NS(=O)(=O)c4ccc(OC)cc4)cc3C(=O)N([C@H](C)CO)C[C@@H]2C)cc1	/	0.4	0.1	-4	0	-0.7	-1	/
CCOCCCNS(=O)(=O)c1ccc(NC(=O)c2ccc([N+](=O)[O-])cc2Cl)cc1	-16	0.0	-0.1	-6	7	/	2	-6
C[C@H]1CN([C@@H](C)CO)C(=O)c2cc(NC(=O)Cc3cn(C)c4ccccc34)ccc2O[C@@H]1CN(C)Cc1ccc(Cl)c(Cl)c1	12	-0.8	3.4	6	8	-1.6	0	3
Cc1sc(N2C(=O)C3C4C=CC(C4)C3C2=O)c(C#N)c1C (centres undefined)	-8	-0.1	-0.2	/	5	/	0	-4
Nn1c(Cc2cccc3ccccc23)nnc1SCC(=O)NCC1CCCO1 (centres undefined)	-2	0.1	/	/	5	-1.9	-5	1
O=C(O)CCCn1cc(NC(=O)c2cccc(F)c2)cn1	-10	0.3	/	/	-1	0.1	-4	-3
C[C@@H]1CN([C@H](C)CO)C(=O)c2cccc(NC(=O)c3ccncc3)c2O[C@@H]1CN(C)Cc1ccncc1	10	0.1	-0.4	-1	-5	1.6	-1	-1
Cc1ccccc1C(=O)N1CCC(C(=O)N(C)CC(=O)Nc2cccc(F)c2)CC1	-15	0.3	2.5	12	-9	-0.3	-2	0
C[C@@H]1CCCCO[C@@H](CN(C)S(=O)(=O)c2cccs2)[C@H](C)CN([C@H](C)CO)C(=O)c2cc(NS(=O)(=O)c3ccc(F)cc3)ccc2O1	-15	0.0	/	-10	-45	3.4	-4	0
CCOC(=O)c1ccc(NCc2cccnc2)cc1	-3	0.4	-0.1	1	-6	-2.1	1	-1
CCOC(=O)C1C(=O)NC(c2ccccc2)=NC1c1ccc(O)c(OC)c1 (centres undefined)	0	0.0	/	/	12	-0.2	1	1
CC(Cc1ccccc1)NC(=O)CCNNC(=O)c1ccncc1 (centres undefined)	-2	0.3	-0.1	-2	-9	-0.3	-1	-3
CCOc1ccccc1NC(=O)c1csc(C)c1C	-5	0.0	-0.2	-3	0	1.1	7	1
C[C@@H]1CN([C@@H](C)CO)C(=O)Cc2cc(NS(=O)(=O)c3ccccc3)ccc2O[C@@H]1CN(C)C(=O)Nc1ccc(F)cc1	9	0.1	0.0	-8	-8	-0.6	-3	-2
